# GPR151 activ = activators of human GPR151, primary screen, cell-based, PathHunter beta-arrestin, luminescence. AID 1508602, 2020. PathHunter beta-arrestin GPR151 cells. G-protein coupled receptor 151 (Homo sapiens), Q8TDV0. activation, % at 11.2 µM. 650,000 compounds, 1% hits; in the data active means activation above about 4.9%;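 further: 0% = median of compound wells and 100% = cells with positive control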
# Target sequence (Q8TDV0 whole entry, looked up): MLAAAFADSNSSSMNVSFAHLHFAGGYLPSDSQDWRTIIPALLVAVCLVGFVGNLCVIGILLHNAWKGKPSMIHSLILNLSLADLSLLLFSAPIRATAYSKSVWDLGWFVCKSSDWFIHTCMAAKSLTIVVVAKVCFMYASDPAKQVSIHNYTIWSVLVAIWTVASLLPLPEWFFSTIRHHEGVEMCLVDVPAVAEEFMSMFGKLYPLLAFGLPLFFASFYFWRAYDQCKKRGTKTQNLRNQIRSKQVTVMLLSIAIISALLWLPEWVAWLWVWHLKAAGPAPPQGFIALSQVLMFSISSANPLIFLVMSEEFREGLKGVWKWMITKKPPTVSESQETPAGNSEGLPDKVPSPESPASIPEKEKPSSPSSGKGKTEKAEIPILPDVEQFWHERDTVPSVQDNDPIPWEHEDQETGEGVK
# TEAD-YAP block = TEAD-YAP interaction inhibition, primary screen, TEAD-YAP interaction inhibitor project, luminescence, HEK-TIYL cells. TEAD-Gal4/YAP UAS-luciferase luminescence. inhibition, % at 9.12 µM. 640,000 compounds, 1.4% hits. AID 1259422, 2018; in the data active means inhibition above about 32%;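 further: 0% = median of test compound wells and 100% = reference inhibitor wells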
# FBW7 activator = FBW7 E3 ligase activators, primary screen, biochemical, AlphaScreen, human | 650,000 compounds, 0.13% hits | AID 1259310, 2017 | F-box/WD repeat-containing protein 7 (Homo sapiens), Q969H0 | normalized activity (activation), % at 26.1 µM | AlphaScreen FBW7–phospho-cyclin E peptide binding, activator screen; in the data active means normalized activity above about 1.9%;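 further: purified mutant Fbw7 with reduced substrate affinity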
# Target sequence (Q969H0 whole entry, looked up): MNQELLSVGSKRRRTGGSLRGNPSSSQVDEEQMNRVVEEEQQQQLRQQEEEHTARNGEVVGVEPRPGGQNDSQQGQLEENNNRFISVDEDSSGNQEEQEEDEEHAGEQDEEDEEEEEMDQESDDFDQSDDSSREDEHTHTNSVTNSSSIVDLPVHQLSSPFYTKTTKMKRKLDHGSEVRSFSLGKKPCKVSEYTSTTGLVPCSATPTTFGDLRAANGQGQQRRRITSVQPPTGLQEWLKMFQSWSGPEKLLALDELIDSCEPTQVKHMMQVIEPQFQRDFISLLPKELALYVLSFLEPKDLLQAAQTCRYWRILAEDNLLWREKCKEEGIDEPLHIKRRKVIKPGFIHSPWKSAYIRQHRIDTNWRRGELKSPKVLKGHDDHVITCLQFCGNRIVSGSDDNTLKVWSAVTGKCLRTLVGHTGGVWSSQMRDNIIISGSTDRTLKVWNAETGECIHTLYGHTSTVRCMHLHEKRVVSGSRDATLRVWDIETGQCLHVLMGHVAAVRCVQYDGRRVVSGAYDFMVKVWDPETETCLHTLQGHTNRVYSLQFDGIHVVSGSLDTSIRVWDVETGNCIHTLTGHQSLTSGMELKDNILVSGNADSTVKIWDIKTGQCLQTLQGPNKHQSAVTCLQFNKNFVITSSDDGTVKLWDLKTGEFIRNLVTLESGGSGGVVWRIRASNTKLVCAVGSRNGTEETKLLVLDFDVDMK
# MITF inh = MITF inhibitors, primary screen, biochemical, AlphaScreen, human | AlphaScreen MITF homodimerization, bead proximity signal | 650,000 compounds, 0.91% hits | inhibition, % at 2.6 µM; in the data active means inhibition above about 50%;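 further: 0% = vehicle wells with protein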
# Starred values were filed as active, the others as inactive. Hits appear at their usual frequency; 3.4% or so of the library scored in one or more.
# The opening three compounds (preview)
SMILES,GPR151 activ,TEAD-YAP block,FBW7 activator,MITF inh
O=C(Nc1ccc(F)c(F)c1)c1ccc(F)c(S(=O)(=O)NCc2ccccc2Cl)c1,-0.3,-1,0.1,13
Cc1cc(N2CCOCC2)nc2ccc(NC(=O)c3ccc(F)cc3Cl)cc12,0.6,5,-0.3,-6
COc1cc(C2SCC(=O)N2c2nnc(C34CC5CC(CC(C5)C3)C4)s2)cc(OC)c1OC (centres undefined),-0.7,-10,-0.1,-2

# The list itself, previewed entries included:
SMILES,GPR151 activ,TEAD-YAP block,FBW7 activator,MITF inh
O=C(Nc1ccc(F)c(F)c1)c1ccc(F)c(S(=O)(=O)NCc2ccccc2Cl)c1,-0.3,-1,0.1,13
Cc1cc(N2CCOCC2)nc2ccc(NC(=O)c3ccc(F)cc3Cl)cc12,0.6,5,-0.3,-6
COc1cc(C2SCC(=O)N2c2nnc(C34CC5CC(CC(C5)C3)C4)s2)cc(OC)c1OC (centres undefined),-0.7,-10,-0.1,-2
COc1ccccc1CNc1ccc2c(c1)nc(C)n2Cc1ccccc1,-0.5,-29,-0.2,26
CSc1ccc(NC(=O)NCCS(C)=O)cc1 (centres undefined),-0.1,-1,0.4,10
O=C(CCSc1ccccc1)Nc1nc(-c2ccncc2)cs1,-1.1,-11,1.0,7
COc1ccc(CCNCC(O)Cn2c3ccccc3c3ccccc32)cc1OC (centres undefined),0.7,1,-0.1,8
CCOc1ccc2c(c1)sc(=NC(=O)c1ccc(OC)c(OC)c1)n2C,0.4,3,-0.1,12
C[C@H]1C(=O)N2CCN(C(=O)c3ccc(F)cc3)C[C@@H]2C(=O)N1C,-1.0,-2,0.2,-5
Cc1nn(C)cc1CNC(=O)CCc1ccccc1,0.3,-10,0.0,10
CCOC(=O)COc1cc2oc(=O)cc(C)c2cc1Cl,1.0,12,-0.1,2
COc1ccc(CC(=O)Nc2c3c(nn2-c2ccccc2C)CS(=O)(=O)C3)cc1,2.9,-5,0.0,4
CCC/C=N/NC(=O)c1ccccc1O,-0.6,-33,-0.1,4
N#Cc1ccccc1OCC(=O)OCC(=O)C12CC3CC(CC(C3)C1)C2,2.0,1,0.1,-5
Nc1nnc(-c2ccc(Br)cc2)s1,-1.6,-17,-0.1,1
Clc1ccc(SCCOCCn2ccnc2)cc1,-0.5,5,-0.1,20
CS(=O)(=O)N(CC(=O)NCc1ccc2c(c1)OCO2)c1cc(Cl)cc(Cl)c1,0.3,-7,0.0,-8
CCCCN(CCNC(=O)Cn1ncc2c1-c1cc(C)ccc1OC2)Cc1ccco1,4.0,7,-0.1,-19
O=C(Nc1ccc(OC(F)(F)F)cc1)c1nn2c(C(F)(F)F)cc(-c3cccs3)nc2c1Cl,-0.3,2,0.0,0
CCOc1ccccc1C(=O)N/N=C/c1cccnc1,2.9,-12,0.0,3

# Single entries from above:
# Under TEAD-YAP block, O=C(Nc1ccc(F)c(F)c1)c1ccc(F)c(S(=O)(=O)NCc2ccccc2Cl)c1 shows -1
# Under GPR151 activ, CCCCN(CCNC(=O)Cn1ncc2c1-c1cc(C)ccc1OC2)Cc1ccco1 shows 4.0

# Following part:
SMILES,GPR151 activ,TEAD-YAP block,FBW7 activator,MITF inh
CCC(Sc1nc2ccccc2c(=O)n1CC1CCC(C(=O)NCc2ccco2)CC1)C(=O)NCc1ccco1 (centres undefined),-0.2,-6,0.0,3
Cc1ccccc1OCC(=O)Nc1ccc(N2C(=O)c3ccc([N+](=O)[O-])cc3C2=O)cc1,3.8,-11,0.0,7
COc1ccc(/C=C2\C=C(c3ccccc3)N(c3ccccc3Cl)C2=O)cc1Br,2.6,8,0.3,8
CCOc1ccc(N2C(=O)/C(=C\C(C)=C\c3ccccc3)S(=O)(=O)C2c2cccc([N+](=O)[O-])c2)cc1 (centres undefined),-0.3,7,0.0,3
CC(C)(C)n1nnnc1CN1CCc2nc(N3CCOCC3)[nH]c(=O)c2C1,0.3,-2,0.0,17
NC(=O)c1c(NC(=O)CN(Cc2ccccc2)C(=O)C2CCC2)sc2c1CCCC2,1.7,-2,0.1,-16
CCOC(=O)c1ccc(N2C(=O)C(CC(=O)Nc3ccc(OC)cc3)N(Cc3cccs3)C2=S)cc1 (centres undefined),0.7,3,0.0,3
Cc1ncc(-c2ccc(F)cc2)c(C2CCCN(Cc3coc4ccccc4c3=O)C2)n1 (centres undefined),2.0,0,0.1,6
COC(=O)c1ccc(C2Nc3ccc(Cl)cc3NC3=C2C(=O)CC(c2ccc(Cl)cc2)C3)cc1 (centres undefined),3.7,-13,0.0,4
C/C(=N\Nc1nc(C(C)(C)C)cs1)c1ccccc1O,-0.2,-47,-0.1,6
CC(C)c1ccccc1OCC(O)CN1C(C)(C)CC(O)CC1(C)C (centres undefined),0.4,8,-0.1,2
CC(C)[C@H](NC(N)=O)C(=O)Nc1ccc2ccccc2c1,-2.1,3,-0.1,7
CCCN(C1=NC2CS(=O)(=O)CC2S1)c1ccccc1 (centres undefined),-0.4,-3,0.0,12
O=C(Nc1ccc2sccc2c1)c1ccc(Oc2ccccc2)cc1,0.1,-21,-0.1,2
COc1ccc(/C=N/N2CCN(c3ccccn3)CC2)cc1,0.8,-30,-0.2,0
CCC(Sc1nc2ccsc2c(=O)n1NC(=O)COc1ccccc1Br)C(=O)Nc1cccc(C)c1 (centres undefined),0.4,2,-0.1,-9
O=C(CSc1nc2ccccc2c(=O)n1-c1ccc(F)cc1)N1CCN(c2ccccc2)CC1,1.2,1,1.2,49
CN(CCO)C(=O)c1cnc2sc3ccccc3n2c1=O,0.2,1,0.1,12
Cn1c(=O)c2c(ncn2CC(=O)NC2CCCCC2)n(C)c1=O,0.2,5,0.1,2
O=c1oc2ccccc2c(NC2CCCCCCC2)c1[N+](=O)[O-],0.3,-3,0.3,12
COc1ccc(CCN2C(=O)CCC2(C)C(=O)NC2CCC(C)CC2)cc1OC (centres undefined),0.3,-5,0.0,-20
COc1ccc(C(=S)N2CCN(c3ccccc3)CC2)cc1,-0.9,-5,-0.1,6
O=c1oc2ccccc2c(N2CCCC2)c1[N+](=O)[O-],-2.5,3,0.1,4
CCC(CC)NC(=O)c1cc(OC)c(OC)c(OC)c1,0.1,0,0.0,5
CCOC(=O)COc1ccc2oc(C)c(C(=O)OC)c2c1,-1.4,-7,-0.2,-3
CCOC(=O)C1=C(C)NC(C)=C(C(=O)OCC)C1c1cc(OC)c(OC)c(OC)c1,-0.6,13,0.2,3
O=[N+]([O-])c1cccc(C2Oc3ccc(Cl)cc3C3CC(c4ccccc4)=NN32)c1 (centres undefined),0.4,-5,0.0,8
CCOC(=O)c1ccc(NC(=O)CSc2nnc(-c3ccccc3O)n2CC)cc1,4.6,27,0.8,8
COC(=O)c1cc(OCc2ccc(C#N)cc2)cc(C(=O)OC)c1,2.3,-2,0.0,-6
CC1=C(C(=O)OCCOc2ccccc2)C(c2cccc(Cl)c2Cl)C2=C(CCCC2=O)N1 (centres undefined),0.3,2,0.1,8
CN(C)C(CNC(=O)c1ccc2ccccc2c1)c1ccco1 (centres undefined),-0.6,-41,-0.1,15
NS(=O)(=O)c1ccc(NC(=O)CSCCOC(=O)COc2ccc3ccc(=O)oc3c2)cc1,-0.5,0,-0.1,-6
O=C(O)c1ccc(/C=N\NC(=O)C2c3ccccc3Oc3ccccc32)cc1,-1.2,-2,0.0,8
O=C(NCc1ccco1)c1cc([N+](=O)[O-])cc([N+](=O)[O-])c1,1.8,-4,-0.1,-3
COc1cccc(OCC(=O)N2CCC3(CC2)OCCN3S(=O)(=O)c2ccc(F)c(C)c2)c1,-1.3,4,0.1,1
COCCCNC(=O)COc1ccc(C(C)C)cc1,0.9,5,0.1,-5
C#CCN1CCC(N2CCC(c3nc4ccccc4[nH]3)CC2)CCC1=O (centres undefined),-0.5,4,0.4,28
O=C(COc1ccc(Br)cc1Br)Nc1ncn[nH]1,0.7,44*,0.3,9
Cc1cc([N+](=O)[O-])ccc1NCc1ccc2c(c1)OCO2,2.9,7,0.1,11
COc1cc(C2/C(=C(/O)c3ccccc3)C(=O)C(=O)N2CC(C)O)ccc1O (centres undefined),-0.3,14,0.5,17

# The list goes on; the last 3 above are carried over.
SMILES,GPR151 activ,TEAD-YAP block,FBW7 activator,MITF inh
O=C(COc1ccc(Br)cc1Br)Nc1ncn[nH]1,0.7,44*,0.3,9
Cc1cc([N+](=O)[O-])ccc1NCc1ccc2c(c1)OCO2,2.9,7,0.1,11
COc1cc(C2/C(=C(/O)c3ccccc3)C(=O)C(=O)N2CC(C)O)ccc1O (centres undefined),-0.3,14,0.5,17
CC(C)[C@H]1CN(Cc2ccco2)CCN1C(=O)c1cscn1,0.7,12,0.2,11
Cc1cccc(C)c1OCCOc1ccc(C=C2C(=O)NC(=O)NC2=O)cc1,0.8,-1,0.3,-4
O=C(c1nn2c(C(F)(F)F)cc(-c3ccco3)nc2c1Br)N1CCCCC1,-0.5,9,0.0,7
CC1=C(C(=O)OCC2CCCO2)C(c2cccc(Cl)c2)NC(=O)N1 (centres undefined),1.3,-4,0.1,12
O=C(Nc1ccc(C(F)(F)F)cc1)c1ccc(Sc2ccccc2Cl)c([N+](=O)[O-])c1,-0.4,-1,-0.7,12
Cc1ccccc1CN[C@H]1C[C@H]2C(=O)N[C@@H](Cc3c[nH]c4ccccc34)C(=O)N2C1,3.2,0,0.0,-1
Cc1c(S(=O)(=O)NCc2ccccc2)c(=O)n(C)c(=O)n1C,2.7,-8,-0.1,8
CC1CCC(N2CCN(c3ccc([N+](=O)[O-])cc3)CC2)CC1 (centres undefined),-0.9,15,1.1,21
CC1CCc2c(sc3ncn4c(CCc5ccccc5)nnc4c23)C1 (centres undefined),0.4,-3,-0.1,-1
Nc1cn(-c2ccccc2)nc1-c1ccccc1,-7.4,-48,0.0,-7
Cc1nn(S(=O)(=O)c2ccccc2)c(C)c1Sc1ccc(Cl)cc1,1.5,-4,0.0,-5
CCc1ccc(NS(=O)(=O)c2cc(Cl)ccc2Cl)cc1,0.4,5,0.1,-11
CN(C)S(=O)(=O)c1ccc(NC(=O)CSc2nc(N)cc(=O)[nH]2)cc1,-0.6,1,-0.2,7
CC(C)CN1C[C@H](NCc2ccccc2)C[C@H]1C(=O)NCCc1ccccc1F,2.8,-14,0.1,-18
O=S(=O)(Nc1cc(C(F)(F)F)ccc1Cl)c1cccc2cccnc12,1.9,-2,0.1,12
O=C(Cn1c(CO)cnc1SCc1cccc(F)c1)NCc1ccc(Cl)cc1,0.7,-4,-0.1,-5
CCc1c(C)sc(NC(=O)c2sc3ccccc3c2Cl)c1C(=O)OC(C)C,1.1,5,-0.2,9
Cc1cccc(Nc2nc(CC(=O)Nc3cccc(Cl)c3)cs2)n1,-0.4,8,0.1,13
Cc1ccc(C2(C)CC(C)(C)N(C(=O)c3sc4cc([N+](=O)[O-])ccc4c3Cl)c3ccccc32)cc1 (centres undefined),-0.8,-4,0.0,-1
COc1ccc(CCN2CNc3c(c(=O)n(C)c(=O)n3C)C2)cc1,0.2,5,0.3,5
O=C(Cc1cccs1)NCCc1ccc(N2CCCC2)cc1,0.9,0,-0.8,7
COc1cc2oc3ccccc3c2cc1NC(=O)C(C)(C)C,1.0,-60,0.2,-7
COC(=O)c1cc(CNC(=O)c2n[nH]c3c2CCC3)cc(NC(=O)Cc2cscn2)c1,-0.7,0,0.2,18
CN=C1SC(C(=O)Nc2ccc(C(=O)OC)cc2)CC(=O)N1C (centres undefined),-0.6,1,0.0,-8
CCOc1ccc(-c2nc(-c3ccccc3C)cc(=O)o2)cc1,0.8,1,0.1,4
CCOC(=O)C1=C(C)N=c2s/c(=C\c3ccc(C(=O)OC)cc3)c(=O)n2C1c1ccc2c(c1)OCO2 (centres undefined),-0.4,-9,0.0,-12
CC(=O)Nc1nnc(-c2ccc(Cl)s2)o1,0.3,6,0.1,7
COC(=O)c1c(O)ccc(-c2ccc(NC(C)=O)cc2)c1C(=O)OC,-0.1,-6,0.1,-9
O=C(NCCOc1ccccc1)c1ccc2nc(Nc3cccnc3)sc2c1,3.1,-36,0.0,0
CC(=O)c1ccc(NC(=O)CSc2nnc(N)s2)cc1,-0.3,12,0.2,10
CC(C)(C)C(=O)NC(=S)Nc1ccc(Br)cn1,1.2,-20,0.0,-4
COCCOC(=O)C1=C(C)NC2=C(C(=O)CCC2)C1c1ccc([N+](=O)[O-])cc1 (centres undefined),-0.8,0,0.0,-3
Cc1cc(C)n2c(SCc3nnc(-c4ccc(Cl)cc4)o3)nnc2n1,1.5,-6,-0.1,2
COc1ccc(CN2CCN(Cc3cccn3-c3cccnc3)CC2CCO)c(C)c1C (centres undefined),1.7,-3,-0.1,0
CCOc1ccccc1NC(=O)CSc1nnc(-c2ccco2)o1,-2.2,5,0.1,18
O=c1c2cc3c(=O)n(C4CCCCC4)c(=O)c3cc2c(=O)n1C1CCCCC1,0.3,12,0.1,17
CCN(CC)CCn1c(=S)[nH]c2cc(C(=O)N3CC(C)CC(C)C3)ccc2c1=O (centres undefined),-0.8,1,-0.1,-3

# Grouped by structure: the entries above containing a tert-butyl group.
SMILES,GPR151 activ,TEAD-YAP block,FBW7 activator,MITF inh
CC(C)(C)n1nnnc1CN1CCc2nc(N3CCOCC3)[nH]c(=O)c2C1,0.3,-2,0.0,17
C/C(=N\Nc1nc(C(C)(C)C)cs1)c1ccccc1O,-0.2,-47,-0.1,6
COc1cc2oc3ccccc3c2cc1NC(=O)C(C)(C)C,1.0,-60,0.2,-7
CC(C)(C)C(=O)NC(=S)Nc1ccc(Br)cn1,1.2,-20,0.0,-4

# Source: PubChem (The Scripps Research Institute Molecular Screening Center)
